Source: PubChem BioAssay
Salmonella PhoP GFP – Inhibition of PhoP regulon, Salmonella typhi GFP reporter cells, confirmation, 4 h (AID 1850). Salmonella Typhi PhoP-promoter GFP reporter, fluorescence, 4 h; higher % means a stronger effect. inhibition, % at 50 µM; hits with a dose series show IC50 in µM. actives 0.33% (n = 310,000); in the data active = a potency from the dose series; inconclusive = inhibition mostly from about 25% at the one dose, without a potency; inactive = the rest, 99 in 100 with inhibition below about 19%;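 also: 0% = induced wells with vehicle and 100% = uninduced wells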
M. tuberculosis – growth inhibition of non-replicating M. tuberculosis (AID 488890). Mycobacterium tuberculosis non-replicating, growth inhibition; higher % means a stronger effect. inhibition, % at 25 µM, or IC50 in µM where a hit was titrated. actives 0.39% (n = 320,000); in the data active = a potency from the dose series; inconclusive = inhibition mostly from about 82% at the one dose, without a potency; inactive = the rest, 99 in 100 with inhibition below about 76%;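 also: plate controls were DMSO cells for no effect and high antibiotic wells for full effect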
H37Rv inhibition – M. tuberculosis growth inhibition, HTS (AID 449762). M. tuberculosis H37Rv growth inhibition, 7H9 media; higher % means a stronger effect. inhibition, % at 25 µM, or IC50 in µM where a hit was titrated. actives 0.59% (n = 330,000); in the data active = a potency from the dose series; inconclusive = inhibition above about 70% without an active follow-up result;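 also: bacterial growth assessed after seven days of incubation; strong numbers were not always called active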
inhibitors of VEEV – inhibitors of VEEV TC-83 cytopathic effect, confirmation, Vero cells (AID 588727) | one-dose inhibition, % at 20 µM; IC50 in µM for titrated hits | actives 0.13% (n = 350,000) | Vero cells, VEEV TC-83 cytopathic effect inhibition; higher % means a stronger effect; in the data active = a potency from the dose series; inconclusive = inhibition mostly from about 14% at the one dose, without a potency; inactive = the rest, 99 in 100 with inhibition below about 12%; also: strong numbers were not always called active
influenza NS1A – NS1A inhibition, H1N1 influenza, cell based functional assay (AID 504329). NS1A functional cell-based assay, percent inhibition; higher % means a stronger effect. inhibition, % at 12.5 µM, or IC50 in µM where a hit was titrated. actives 0.3% (n = 340,000); in the data active = a potency from the dose series; inconclusive = inhibition above about 27% without an active follow-up result; also: strong numbers were not always called active
inhibitors of VEEV 10K pilot screen – recorded beside inhibitors of VEEV, whose call it bears; inhibition, %; measured here: 10K pilot screen inhibition
* hit, by the source's call; i = inactive; ? = inconclusive; nt = no result given.

SMILES	Salmonella PhoP GFP	M. tuberculosis	H37Rv inhibition	inhibitors of VEEV	influenza NS1A	others
CCOCC(=O)Nc1cc(Cl)ccc1C	2%	31%	7%	0.7%	3%
CC(C)(C)C(=O)Nc1ccc(Oc2ccc3c(c2)C(=O)N(c2ccc(O)cc2)C3=O)cc1	-8%	-2%	-6%	i	-2%
CCCc1nc2oc3c(NCC4CCCO4)ncnc3c2c2c1COC(C)(C)C2 (centres undefined)	-4%	10%	-5%	i	-13%
Cc1ccc(Sc2ncccc2COC(=O)NC(C)C)cc1	-10%	25%	2%	6.6%	-17%
COc1ccccc1C(=O)N1N=C(c2ccc(NS(C)(=O)=O)cc2)CC1c1cccs1 (centres undefined)	0%	-5%	-3%	4.8%	-7%
NC(=O)c1oc2ccc(Cl)cc2c1N	6%	7%	-6%	2.7%	0%
Cc1cc(C)c(NN=c2c(=O)c3ccccc3c2=O)c(C)c1	-8%	10%	-7%	4.5%	33%
O=C(NC(C(=O)c1ccccc1)n1ccc(=O)[nH]c1=O)c1ccccc1 (centres undefined)	4%	1%	-10%	6.0%	-5%
Cc1ccc(NC(=O)C(c2ccccc2)N2CCN(C(=O)c3ccco3)CC2)cc1 (centres undefined)	nt	36%	3%	6.5%	-6%
CCOC(=O)C(Cc1ccccc1)C(=O)Nc1cccc(C)c1 (centres undefined)	-6%	28%	7%	2.1%	-6%
CCc1nnc2n1N=C(c1ccccc1)CS2	-11%	-8%	2%	i	-12%
Cc1cccc(C(=O)Nc2ccc3c(c2)CC2(C(=O)N(C)C(=O)N(C)C2=O)C2CCCN32)c1 (centres undefined)	-14%	-1%	7%	1.0%	2%
Cc1ccc(-n2c(-c3cccs3)nc3nc4ccccc4nc32)cc1	-8%	17%	-1%	nt	nt
Clc1ccc(-n2nnnc2-c2cnc3ccc(Cl)cc3c2-c2ccccc2)cc1	-6%	12%	1%	2.5%	2%
O=C(Nc1nc(-c2ccco2)cs1)c1ccccc1	-5%	2%	-1%	11%	13%
CC(=O)Nc1ccccc1OCC(=O)c1cc(C)n(Cc2cccs2)c1C	-11%	36%	-3%	5.0%	10%
CC1=C(C(=O)OCC2CCCO2)C(c2ccccc2)C2=C(CCCC2=O)N1 (centres undefined)	-10%	4%	-3%	0.9%	-8%
CC1OC2C(OC1C)N(S(C)(=O)=O)CCN2S(C)(=O)=O (centres undefined)	-7%	5%	-1%	i	-4%
COC(=O)Nc1ccc(S(=O)(=O)NCCCCCC(=O)O)cc1	-14%	-16%	0%	0.2%	-2%
NC(=O)OCCSc1nnc(-c2cccc(C(N)=S)c2)o1	-14%	-18%	-3%	i	0%
CCCOC1CCCN(C(=O)CCc2nnc(-c3ccc4c(c3)OCO4)o2)C1 (centres undefined)	-4%	3%	6%	0.9%	9%
COc1ccc(Cn2c(C3CC3)nc3ccc(NC(=O)c4cccnc4)cc3c2=O)cc1	12%	12%	9%	7.0%	-6%
Cc1ccc(CNCCc2ccc(F)cc2)s1	-15%	21%	6%	0.2%	-9%
O=C(N/N=C/c1cc(Br)c(Br)o1)c1ccc2c(c1)OCCO2	-13%	23%	6%	0.8%	-12%
Cc1ccccc1OCC(O)Cn1c(=N)n(Cc2ccccc2)c2ccccc21 (centres undefined)	?	7.6µM*	?	i	-5%

In the list so far, these contain a halogen:
SMILES	Salmonella PhoP GFP	M. tuberculosis	H37Rv inhibition	inhibitors of VEEV	influenza NS1A	others
CCOCC(=O)Nc1cc(Cl)ccc1C	2%	31%	7%	0.7%	3%
NC(=O)c1oc2ccc(Cl)cc2c1N	6%	7%	-6%	2.7%	0%
Clc1ccc(-n2nnnc2-c2cnc3ccc(Cl)cc3c2-c2ccccc2)cc1	-6%	12%	1%	2.5%	2%
Cc1ccc(CNCCc2ccc(F)cc2)s1	-15%	21%	6%	0.2%	-9%
O=C(N/N=C/c1cc(Br)c(Br)o1)c1ccc2c(c1)OCCO2	-13%	23%	6%	0.8%	-12%

(next part)
SMILES	Salmonella PhoP GFP	M. tuberculosis	H37Rv inhibition	inhibitors of VEEV	influenza NS1A	others
CC1CCN(C(=O)COC(=O)c2cn(C)c3ccccc23)CC1	nt	42%	6%	1.1%	3%
CCOC(=O)C1=C(CC)Nc2ccccc2N=C1NC(=O)c1cc(S(=O)(=O)N2CCOCC2)ccc1C	nt	51%	7%	3.8%	-13%
CC(C)N(Cc1cc2ccccc2[nH]c1=O)C(=O)C1CCCCC1	-17%	5%	-2%	1.1%	4%
CC(C)C[C@H](NC(=O)Nc1cccc(Cl)c1)C(=O)O	-9%	-6%	-9%	4.7%	4%
CCC(C)(C(=O)NC1CCCCC1)N(Cc1cccs1)C(=O)c1ccccn1 (centres undefined)	6%	-4%	-12%	i	3%
O=C1CN(C(=O)COc2cccc(F)c2)c2ccccc2N1	-1%	-2%	-8%	nt	nt
CCCc1cnc(N2CCN(C(=O)c3ccc(OC)cc3)CC2)nc1	-3%	12%	1%	i	-21%
N#Cc1nc(-c2ccc(OCc3ccccc3)cc2)oc1N1CCOCC1	-7%	-2%	4%	3.1%	4%
Cc1nn(C)c(Cl)c1/C=N/OC(=O)c1ccc(F)cc1	-9%	34%	?	1.2%	-7%
CCOC(=O)COc1cc2c(C(=O)OCC)c(C)oc2cc1Br	1%	?	?	0.4%	-21%
CCOc1ccc(N(Cc2cc3ccc(C)cc3[nH]c2=O)S(=O)(=O)c2ccccc2)cc1	3%	45%	12%	3.0%	8%
CN(C)S(=O)(=O)c1ccc(Cl)c(NC(=O)CSc2nc3c(cc2C#N)C(=O)CCC3)c1	-1%	6%	5%	1.2%	-4%
CCn1c(O)c(C=NCc2cccs2)c(=O)[nH]c1=O	-4%	3%	-1%	6.5%	5%
Cc1ccc(CNC(=O)Nc2ccccc2)n1C	2%	-2%	3%	0.2%	0%
Cc1ccc(C(=O)Nc2ccccc2N2CCCCC2)o1	-5%	27%	6%	0.5%	-3%
CC(=O)Nc1ccc(NC(=O)C(C)OC(=O)CCc2nc3ccccc3s2)cc1 (centres undefined)	2%	1%	1%	i	-5%
C=CCSc1nc(N)c(C(=O)Nc2ccccc2C)cc1C(N)=O	11%	32%	12%	9.4%	4%
O=C(c1coc(=O)c(Br)c1)N1CCOCC1	-5%	nt	nt	2.5%	1%
COc1ccc(NC(=O)c2cc(C(C)C)on2)cc1OC	-5%	12%	-2%	2.2%	20%	inhibitors of VEEV 10K pilot screen=3.7
CC(C)COC(=O)NCCCOC(=O)Nc1ccccc1	4%	47%	2%	1.0%	4%
Nc1nc(CN2CCCCCC2)nc(Nc2ccc(F)cc2)n1	-5%	46%	-1%	2.9%	-7%
COc1ccccc1-c1c(C)nn2c(N3CCN(c4ccccc4OC)CC3)cc(C)nc12	4%	nt	-2%	7.7%	-2%
Cc1ccc(CN(C)C(=O)c2ccccc2Sc2ccccc2C#N)cc1	-6%	3%	-1%	4.2%	0%
CC1CCN(Cc2nc(-c3ccc(Cl)cc3)no2)CC1	1%	62%	4%	3.1%	0%
COc1ccc(S(=O)(=O)n2nc(OC(C)=O)cc2N)cc1	-3%	-25%	7%	0.6%	2%	inhibitors of VEEV 10K pilot screen=1.1

Next results follow:
SMILES	Salmonella PhoP GFP	M. tuberculosis	H37Rv inhibition	inhibitors of VEEV	influenza NS1A	others
CCCCN1C=C(C(=O)OC)C(c2ccccc2C(F)(F)F)C(C(=O)OC)=C1	3%	-8%	-5%	i	-2%
COc1ccc(S(=O)(=O)N2CCCCC2)cc1NS(=O)(=O)c1cc(Cl)ccc1Cl	-8%	1%	-10%	1.0%	-10%
CC(C)S(=O)(=O)c1cnc(-c2cccnc2)nc1N	9%	-11%	3%	2.0%	15%
CCOc1ccc(C2(C#N)CC[N+](C)(C)CC2)cc1	-3%	-4%	2%	0.8%	-15%
COc1ccc(CN2CCNC(=O)C2CC(=O)N(C)CCc2cnn(C)c2)c(F)c1 (centres undefined)	1%	1%	-2%	i	-1%
Cc1nnc(NC(=O)CN2CC(C)OC(C)C2)s1 (centres undefined)	-8%	14%	6%	1.9%	-1%
Cc1cc(S(=O)(=O)c2ccc([N+](=O)[O-])cn2)ccc1Br	-21%	0.15µM*	?	9.0%	19%
CCCCOc1cccc(C2C(C(=O)c3cccs3)=C(O)C(=O)N2Cc2cccnc2)c1 (centres undefined)	-2%	19%	-4%	0.6%	-4%
COc1ccc(OC)c(NC(=O)CSC2=NCCS2)c1	1%	-5%	-4%	2.7%	-4%
O=C(O)C(=O)/C(=C\c1cccc(Cl)c1)c1ccc2ccccc2n1	-13%	80%	5%	2.0%	3%
CNc1nc(C)c(C(=O)OCC(=O)OC)s1	-4%	-3%	0%	1.0%	2%
Cc1nn(Cc2ccccc2)c(C)c1NC(=O)CSc1nc(C2CC2)nc2c1cnn2-c1ccccc1	-5%	-5%	-2%	0.3%	-13%
CCOC(=O)N(Cc1ccccc1)C(C(=O)O)C(C(=O)O)N(Cc1ccccc1)C(=O)OCC (centres undefined)	8%	-5%	2%	0.2%	2%
CC12CCC(C(=O)NCc3cccnc3)(OC1=O)C2(C)C (centres undefined)	0%	-9%	-3%	1.7%	-6%
COc1ccc(-c2cc3ccccc3oc2=O)cc1NC(=S)NC(=O)c1ccc2c(c1)OCCO2	-5%	16%	-2%	2.9%	-6%
O=C(NNC1=NCCC1)c1cccc(S(=O)(=O)N2CCOCC2)c1	-4%	-13%	-11%	i	-4%
COc1cc(C2C(C#N)=C(N)Oc3n[nH]c(-c4ccncc4)c32)cc(OC)c1OC (centres undefined)	0%	2%	5%	i	3%
Cc1cc2ncn(CC(O)COc3cccc(C(=O)O)c3)c2cc1C (centres undefined)	-16%	-7%	-15%	i	3%
COC(=O)c1cccc(S(=O)(=O)N2CCOCC2)c1	1%	-7%	2%	0.4%	0%
CCOC(=O)C1=C(C)NC(C)=C(C(=O)OC)C1c1ccco1 (centres undefined)	18%	-2%	1%	i	-2%
Oc1cc(NCc2cccnc2)ccc1-c1nc2ccccc2o1	-2%	i	13µM*	2.9%	2%
COc1ccc(C(=O)NCCNc2nc3ccc(C)cc3cc2C#N)cc1	0%	19%	7%	0.9%	-7%
Cc1ccc(O)c(CN2CCN(c3ccccc3)CC2)c1	-2%	0%	0%	3.1%	4%
CC(=O)Nc1ccc(C2CC(c3ccc(Cl)cc3)=NN2c2ccccc2)cc1 (centres undefined)	1%	-2%	3%	3.4%	-17%
O=C(CCCCCNC(=O)N1CCn2c1nc1ccccc12)NCc1ccccc1	-24%	31%	3%	i	14%

The list goes on; the last 3 above are carried over.
SMILES	Salmonella PhoP GFP	M. tuberculosis	H37Rv inhibition	inhibitors of VEEV	influenza NS1A	others
Cc1ccc(O)c(CN2CCN(c3ccccc3)CC2)c1	-2%	0%	0%	3.1%	4%
CC(=O)Nc1ccc(C2CC(c3ccc(Cl)cc3)=NN2c2ccccc2)cc1 (centres undefined)	1%	-2%	3%	3.4%	-17%
O=C(CCCCCNC(=O)N1CCn2c1nc1ccccc12)NCc1ccccc1	-24%	31%	3%	i	14%
COc1cccc(/C(C#N)=C/c2c(-c3ccc(Cl)cc3)nc3c(C)cccn23)c1	6%	16%	1%	4.5%	14%
CCOc1nc(NCCO)nc(Nc2ccccc2F)n1	3%	7%	3%	1.8%	-23%
Cc1cc(C)c2sc(NC(=O)C3=COCCO3)nc2c1	-2%	8.3µM*	8%	7.4%	-6%
COc1cc(/C=C/C(=O)NCCc2ccc(S(N)(=O)=O)cc2)ccc1OCC#N	11%	27%	-1%	0.8%	16%
COc1ccc(/C=N/Nc2ccc([N+](=O)[O-])cc2)cc1O	3%	37%	?	3.8%	6%
COCCCNc1nc(N)c([N+](=O)[O-])c(N2CCCCCC2)n1	-3%	9%	-7%	1.0%	-43%
CNC(=O)COc1coc(CN2CCN(Cc3ccccc3)CC2)cc1=O	-3%	1%	-4%	1.2%	0%
CC1(C)Cc2ccccc2-c2nnnn21	0%	-8%	-2%	i	-1%
COc1ccccc1-c1nnc(-c2ccc(C)cc2)o1	-6%	6.4µM*	-1%	4.2%	-1%
CCN1CCCC1CNC(=O)c1cc2c(-c3cccc(OC)c3)nn(C)c2s1 (centres undefined)	-1%	42%	2%	8.5%	2%
O=S1(=O)c2ccc(Br)cc2OC(COCc2ccccc2)CN1Cc1ccccc1 (centres undefined)	nt	nt	nt	1.1%	-6%
N#C/C(=C(/O)c1cccs1)c1nnc2n1CCCCC2	-5%	52%	3%	0.7%	-5%
